# BoNT F protease – BoNT/F light chain protease inhibitors, primary screen, biochemical, flow cytometry, MLPCN library; inhibition, % at 10 µM; AID 588497, 2011; Multiplex microsphere protease cleavage assay; 360,000 compounds, 0.22% hits; Botulinum neurotoxin type F light chain protease (Clostridium botulinum); in the data active = inhibition above about 35%, passing the limit was not always enough; inconclusive = no clear call, values can overlap the other calls; also: plate controls were buffer without enzyme for full effect and enzyme alone for no effect
# BoNT A protease – BoNT/A light chain protease inhibitors, primary screen, biochemical, flow cytometry, MLPCN library. AID 588499, 2011. 360,000 compounds, 0.17% hits. multiplex microsphere protease substrate cleavage. inhibition, % at 10 µM. Botulinum neurotoxin type A light chain protease (Clostridium botulinum A str. ATCC 3502); also: plate controls were buffer without enzyme for full effect and enzyme alone for no effect
# GDH-TPI counter – GDH-TPI coupling enzyme inhibitors, primary screen, artefact control for M. tuberculosis FBA inhibitor project, biochemical, absorbance, full deck; GDH-TPI coupled enzyme counterscreen, NADH absorbance; inhibition, % at 4.8 µM; 360,000 compounds, 1.2% hits; in the data active = inhibition above about 30%;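 also: 0% = DMSO wells and 100% = wells lacking the enzyme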
# FadD28 FP inh – inhibitors of FadD28 bisubstrate probe binding, primary screen, biochemical, fluorescence polarization, single point; inhibition, % at 12.5 µM; Mycobacterium tuberculosis FadD28 fatty-acid-AMP ligase; 360,000 compounds, 0.22% hits; in the data active = inhibition above about 8.5%, passing the limit was not always enough; inconclusive = no clear call, values can overlap the other calls
# PfHsp40 rescue – rescue of yeast from PfHsp40 toxicity, primary screen, S. cerevisiae, ATP luminescence; S. cerevisiae expressing PfHsp40, growth rescue; growth rescue, % at 12.5 µM; 340,000 compounds, 0.68% hits; AID 504582, 2011; in the data active = growth rescue above about 28%, passing the limit was not always enough; inconclusive = no clear call, values can overlap the other calls;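 also: yeast W303a lacking pdr1 and pdr3 grown in galactose medium; growth measured after three days at 30 °C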
# Anthrax LF inh2 – Bacillus anthracis LF protease inhibitors, primary screen, biochemical, multiplex microsphere, MLPCN library | Lethal factor (Bacillus anthracis), P15917 | multiplex microsphere protease cleavage assay | inhibition, % at 10 µM | 360,000 compounds, 0.12% hits | AID 588501, 2011; also: plate controls were buffer without enzyme for full effect and enzyme alone for no effect
# FBA Mtb inh – Mtb FBA enzyme inhibitors, primary screen, biochemical, fluorescence, strain H37Rv; purified M. tuberculosis FBA, fluorescence read-out; inhibition, % at 1 µM; 360,000 compounds, 2.3% hits; in the data active = inhibition above about 27%;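 also: 0% = vehicle and 100% = reference inhibitor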
# Target sequence (P9WQA3 whole entry, looked up): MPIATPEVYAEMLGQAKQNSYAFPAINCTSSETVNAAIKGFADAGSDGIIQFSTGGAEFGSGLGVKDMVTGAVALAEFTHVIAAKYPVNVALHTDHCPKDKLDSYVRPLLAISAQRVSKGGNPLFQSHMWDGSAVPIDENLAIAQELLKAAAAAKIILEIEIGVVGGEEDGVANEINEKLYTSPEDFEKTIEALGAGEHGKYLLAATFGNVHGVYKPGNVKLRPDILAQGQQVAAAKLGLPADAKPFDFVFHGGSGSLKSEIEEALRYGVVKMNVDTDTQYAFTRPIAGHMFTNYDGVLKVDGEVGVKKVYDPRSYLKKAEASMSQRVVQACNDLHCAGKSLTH
# Mtb UGM inh – M. tuberculosis UGM enzyme inhibitors, primary screen, biochemical, fluorescence polarization, single point; UDP-galactopyranose mutase (Mycobacterium tuberculosis (strain ATCC 25618 / H37Rv)), …; purified UGM, fluorescence polarization probe displacement; inhibition, % at 10 µM; 320,000 compounds, 0.06% hits; AID 504406, 2011; in the data active = inhibition above about 10%, passing the limit was not always enough; inconclusive = no clear call, values can overlap the other calls
# Target sequence (P9WIQ1 whole entry, looked up): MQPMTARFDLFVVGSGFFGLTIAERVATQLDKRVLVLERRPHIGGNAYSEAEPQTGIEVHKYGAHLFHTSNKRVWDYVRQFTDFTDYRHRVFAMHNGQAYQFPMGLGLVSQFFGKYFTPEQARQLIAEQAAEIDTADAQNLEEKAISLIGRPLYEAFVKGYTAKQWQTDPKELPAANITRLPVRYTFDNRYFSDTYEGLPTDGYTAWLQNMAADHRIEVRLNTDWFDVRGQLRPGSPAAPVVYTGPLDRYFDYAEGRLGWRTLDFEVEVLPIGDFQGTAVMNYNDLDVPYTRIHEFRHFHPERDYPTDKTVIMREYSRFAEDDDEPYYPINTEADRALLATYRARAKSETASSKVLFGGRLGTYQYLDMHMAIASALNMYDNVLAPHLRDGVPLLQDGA
# Mtb BioA inh – M. tuberculosis BioA enzyme inhibitors, primary screen, biochemical, plate reader, single point, HTS; purified M. tuberculosis BioA enzyme; inhibition, % at 9.99 µM; 360,000 compounds, 0.096% hits; AID 602481, 2012; in the data active = inhibition above about 40%; inconclusive = no clear call, values can overlap the other calls
# * hit, by the source's call; ? = inconclusive; nt = no result given. Rule as the data show it, unless noted: active = inhibition above about 30%; inconclusive = no clear call, values can overlap the other calls; inactive = below that.
SMILES,BoNT F protease,BoNT A protease,GDH-TPI counter,FadD28 FP inh,PfHsp40 rescue,Anthrax LF inh2,FBA Mtb inh,Mtb UGM inh,Mtb BioA inh
C/C(=N\NC(N)=O)C1CC(Cc2ccccc2)C(=O)O1 (configuration not stated),23.0,-2.8,-3.5,0.9,-1.6,-11.3,1.6,1.2,0.2
Cc1nc(SCC(=O)Nc2nnc(C(C)C)s2)n[nH]1,-8.8,-1.6,0.8,-2.2,0.3,-2.1,-3.1,-1.7,-0.8
Cc1ccccc1NC(=O)Nc1nc(CN(C)C)cs1,-2.8,-0.4,9.3,-1.8,nt,-6.8,0.8,nt,0.0
CCCS(=O)(=O)N1CCCC(C(=O)NCC2CCCO2)C1 (configuration not stated),-5.0,-0.3,-3.2,-1.3,-0.1,-1.2,-0.2,1.5,0.5
COC(=O)c1sccc1NC(=O)Nc1cc(C)ccc1OC,0.2,-2.7,3.8,-1.1,-0.3,0.7,-3.6,-0.7,-0.2
CC(=O)C1=C(NC(=O)c2ccc(C(F)(F)F)cc2)C[C@@H]2[C@H]1C2(C)C,1.8,-1.3,16.1,-1.0,-0.2,-5.0,-3.5,-0.7,0.5
O=C(NCCCN1CCOCC1)C1CCC(=O)N1CCc1ccccc1 (configuration not stated),-3.7,-0.4,6.2,-0.8,0.1,-1.7,-1.0,-1.1,5.3
CN(Cc1cn(C)nc1-c1ccc(Oc2ccccc2)cc1)Cc1cnc2ccccn12,1.1,-0.8,1.3,-0.8,-0.6,0.8,-0.1,0.2,nt
Nc1nnc(SCC(=O)NNC(=O)c2ccc([N+](=O)[O-])cc2)s1,3.5,-2.3,2.9,-0.8,-1.4,-0.8,-2.4,-1.6,-0.5
Cc1nn(Cc2c(F)c(F)c(F)c(F)c2F)c(C)c1NC(=O)c1ccc(COc2ccc(F)cc2)o1,-4.4,-1.1,-3.8,-4.6,24.8,-3.3,-5.0,-0.6,-1.3
O=[N+]([O-])c1cccc(-n2nnnc2CN2CCCCCC2)c1,-11.0,0.2,6.8,-2.8,0.2,-5.2,0.7,0.0,1.4
COc1ccc(C(=O)NCc2ccncc2)cc1S(=O)(=O)N1CCOCC1,-11.0,-1.4,-0.4,-4.3,-0.4,0.0,-0.3,-4.1,4.2
CCOc1ccc2nc(NC(=O)C3CCCN(S(=O)(=O)c4c(C)noc4C)C3)sc2c1 (configuration not stated),0.9,0.1,-4.0,-2.9,1.4,-0.9,-0.4,0.3,-1.0
c1ccc(CCNCc2cccnc2)cc1,-19.6,-2.7,3.5,-3.5,-0.2,2.2,-0.1,0.8,0.1
COc1cccc(CNCC(=O)NC(=O)NC2CCCC2)c1,9.9,0.3,-4.4,-1.8,0.1,-3.4,-1.2,1.6,0.0
Cc1cc(C)nc(SCc2ccc3nonc3c2)n1,8.4,0.4,7.4,-1.3,0.0,-2.7,0.0,-1.6,1.0
CC(O)(c1cccc(F)c1)c1nc(-c2cccc(C(F)(F)F)c2)cs1 (configuration not stated),-5.6,0.5,0.9,-3.6,nt,0.5,-1.2,nt,0.1
O=C(Oc1ccccc1N1C(=O)CCC1=O)c1ccco1,-1.3,-1.2,-2.3,-0.9,-0.8,-4.6,1.3,0.6,0.9
CCCCCCCOC(=O)c1nc(Cl)c(Cl)c(N)c1Cl,16.7,1.3,4.4,-4.5,?,-1.1,2.6,1.0,3.3
O/N=C\c1cccn1-c1nccs1,3.7,0.3,0.6,0.1,-0.8,-3.6,-2.1,-1.3,-3.9
CC(C)(C)OC(=O)N[C@@H](Cc1ccccc1)c1nnc(SCC(=O)c2ccc(Cl)cc2)o1,1.6,2.9,-6.8,-4.9,-0.9,-1.9,-4.6,1.8,nt
COc1ccccc1CC(=O)Nc1cccc(C(=O)Nc2nccs2)c1,-4.1,-0.3,-1.9,-0.5,1.3,0.5,-0.2,0.4,-0.9
Cc1ccc(Sc2ncccc2COC(=O)NC(C)C)cc1,-5.9,-0.4,-9.3,-3.8,0.2,-1.8,-1.4,-0.7,1.3
Cc1nnc(SC(C)C(=O)Nc2ccc(S(=O)(=O)N3CCCCCC3)cc2)s1 (configuration not stated),-1.0,-0.1,3.9,-1.4,0.8,-2.1,1.9,0.0,-1.0
C=CCOC(=O)c1ccc(-n2cnc(C)n2)nc1,-4.3,-0.1,6.8,1.9,0.5,0.7,2.6,4.2,nt

# Limited to Mtb BioA inh and PfHsp40 rescue, for some of the entries so far:
compound | Mtb BioA inh | PfHsp40 rescue
CCCS(=O)(=O)N1CCCC(C(=O)NCC2CCCO2)C1 (configuration not stated) | 0.5 | -0.1
COC(=O)c1sccc1NC(=O)Nc1cc(C)ccc1OC | -0.2 | -0.3
CC(=O)C1=C(NC(=O)c2ccc(C(F)(F)F)cc2)C[C@@H]2[C@H]1C2(C)C | 0.5 | -0.2
O=C(NCCCN1CCOCC1)C1CCC(=O)N1CCc1ccccc1 (configuration not stated) | 5.3 | 0.1

# Next part:
SMILES,BoNT F protease,BoNT A protease,GDH-TPI counter,FadD28 FP inh,PfHsp40 rescue,Anthrax LF inh2,FBA Mtb inh,Mtb UGM inh,Mtb BioA inh
COc1ccc([N+](=O)[O-])cc1N(CC(=O)N1CCN(Cc2ccccc2)CC1)S(C)(=O)=O,16.6,1.4,11.4,0.4,-1.2,-11.1,3.3,0.0,1.2
O=C(O)c1c[nH]c2ccc(S(=O)(=O)N(CCCl)CCCl)cc12,-6.6,-4.4,9.1,-3.5,0.8,-9.2,-1.6,4.6,-0.6
COc1ccc(C(CCNCc2ccc(OC(C)C)cc2)c2ccccc2OC)cc1 (configuration not stated),-47.5,-1.5,-6.0,-6.3,1.1,-16.3,1.2,-1.0,-2.9
CC(Oc1ccc(Cl)cc1Cl)C(=O)OCC(=O)c1c(N)n(C)c(=O)n(C)c1=O (configuration not stated),-6.4,0.4,-6.2,-7.1,0.4,-0.4,-1.4,-1.9,0.1
c1cc(SSc2ccncc2)ccn1,-3.2,-3.3,-10.3,-4.5,0.4,-6.2,0.6,-1.5,nt
CCOC(=O)c1ccc(N2C(=O)CC(N3CCCC(C)C3)C2=O)cc1 (configuration not stated),-7.9,-4.9,10.6,0.8,584.6*,-1.0,3.6,0.3,-8.2
Cc1c(S(=O)(=O)N2CCN(C(=O)c3ccco3)CC2)c(=O)n(C)c(=O)n1C,-4.6,-0.4,3.9,-0.7,1.0,1.3,3.2,2.8,1.2
O=C(c1ccc(S(=O)(=O)N2CCCC2)cc1)N(Cc1ccco1)C1CCS(=O)(=O)C1 (configuration not stated),3.3,-0.2,10.1,0.0,-0.4,0.0,8.5,0.4,nt
CC(=O)c1cccc(N(CC(=O)NC2CCCCC2)C(=O)CNC(=O)c2cccs2)c1,-7.2,-1.8,-6.0,nt,0.0,1.9,-0.6,-1.9,0.0
CC(=O)Nc1ccc(S(C)(=O)=O)c(C)c1,1.0,0.4,5.9,0.3,-0.9,1.8,2.3,1.5,-1.1
C=CCN1CC(=O)N2Cc3[nH]c4ccccc4c3C[C@H]2C1=O,1.7,-2.0,-14.5,-3.0,0.2,-1.7,2.3,-0.4,-1.3
COc1ccccc1NC(=O)c1ccc(N2CC3CC(C2)c2cccc(=O)n2C3)c(NC(=O)c2cccnc2)c1 (configuration not stated),4.4,-0.8,4.5,-0.1,0.4,-0.3,-0.9,1.4,0.0
Cc1cc(NC(=O)c2ccccc2NS(=O)(=O)c2c(C)c(C)cc(C)c2C)no1,-0.8,-0.1,15.7,0.4,-1.8,2.3,18.3,0.9,-0.6
CC1CC(C)(C)CC2(C1)NC(=O)N(CC(=O)N1CCN(S(=O)(=O)c3ccc(F)c(F)c3F)CC1)C2=O (configuration not stated),-3.7,-0.4,-1.8,-1.2,0.4,4.8,1.7,nt,-2.0
Clc1ccc(C=NC23CN4CN(CN(C4)C2)C3)cc1,8.7,0.7,11.2,-1.9,-1.4,1.8,1.6,-0.5,0.7
O=C(CCN1C(=O)/C(=C/c2ccc(F)cc2)SC1=S)Nc1cc([N+](=O)[O-])ccc1O,4.2,-1.1,-3.3,-3.4,-1.2,-7.3,0.5,-0.7,0.6
O=C(CN1C(=O)NC2(CCc3ccccc32)C1=O)c1ccc(F)cc1 (configuration not stated),3.5,0.4,9.4,3.3,-0.2,-4.0,6.4,1.6,-5.1
CN(C)CCN(Cc1ccco1)C(=O)c1cc2c(Cl)nc3ccccc3c2s1,-7.3,0.6,5.9,-3.0,1.6,0.3,-0.4,-0.1,nt
CC1CC(C)CN(S(=O)(=O)c2cc(C(=O)O)c(Cl)s2)C1 (configuration not stated),1.9,-0.1,-7.6,-6.7,0.0,-0.5,0.2,0.4,-0.3
Nc1nc2c(s1)C(=O)CCC2,8.3,0.1,28.8,-0.1,-0.1,-7.5,-0.4,0.8,0.0
O=C(COC(=O)c1cccc(F)c1)NC(=O)NC1CCCC1,-7.0,0.4,-2.7,-0.1,-0.7,6.2,-2.6,nt,0.3
CC(=O)Nc1ccc(S(=O)(=O)NC(C)c2ccccc2)cc1 (configuration not stated),?,1.3,1.5,0.3,0.0,-23.6,31.1*,0.6,-1.4
CCOC(=O)C1=C(CC)Nc2ccccc2N=C1NC(=O)Nc1ccc(Cl)c(Cl)c1,4.1,-0.5,6.0,0.6,3.1,-2.3,0.0,0.7,-4.7
COc1cc2nc(CN(C)CC(=O)Nc3ccc(N4CCOCC4)cc3)[nH]c(=O)c2cc1OC,-2.8,0.0,16.0,-2.0,-0.8,-0.6,3.3,nt,-2.1
CCCCCOC(=O)Cn1c(=O)c2c(nc(N3CCOCC3)n2C)n(C)c1=O,-10.0,-1.1,2.2,0.3,1.1,0.8,-0.4,-1.7,0.5

# Remaining list, next part:
SMILES,BoNT F protease,BoNT A protease,GDH-TPI counter,FadD28 FP inh,PfHsp40 rescue,Anthrax LF inh2,FBA Mtb inh,Mtb UGM inh,Mtb BioA inh
Cc1cc(C)n2nc(SCC(=O)N/N=C/c3ccc(F)cc3)nc2n1,0.2,-0.1,8.8,-2.3,-0.9,4.0,0.9,-2.6,5.9
O=C1C(Cl)=C(NCC2CCCO2)C(=O)N1CCc1ccccc1 (configuration not stated),-2.9,0.4,9.5,-1.4,-1.1,-0.5,-0.6,-0.2,nt
COc1ccc(CNC(=O)COc2cc(=O)n(C)c3ccccc23)cc1,0.4,0.8,2.0,-1.6,-0.4,1.5,2.2,-2.4,nt
N#C/C(=C/c1ccc(-c2ccccc2)o1)c1nc(-c2cccs2)cs1,30.5,47.5*,9.6,-0.7,-2.3,34.1*,-7.8,0.0,nt
CCn1c2ccccc2c2cc(/C=N/NC(=O)c3cccc(C)c3)ccc21,4.8,0.3,-2.4,-3.7,3.1,0.4,4.2,-0.4,9.9
O=C(Cn1nnc2ccccc2c1=O)NC1CCCCC1,-7.2,-0.2,3.8,-4.8,-0.5,2.0,1.6,0.8,-0.6

# One compound at a time, from the list above:
# Shown for CCn1c2ccccc2c2cc(/C=N/NC(=O)c3cccc(C)c3)ccc21 = BoNT F protease: 4.8; BoNT A protease: 0.3; GDH-TPI counter: -2.4; FadD28 FP inh: -3.7; PfHsp40 rescue: 3.1; Anthrax LF inh2: 0.4; FBA Mtb inh: 4.2; Mtb UGM inh: -0.4; Mtb BioA inh: 9.9
# Shown for Cc1cc(C)n2nc(SCC(=O)N/N=C/c3ccc(F)cc3)nc2n1 = BoNT F protease: 0.2; BoNT A protease: -0.1; GDH-TPI counter: 8.8; FadD28 FP inh: -2.3; PfHsp40 rescue: -0.9; Anthrax LF inh2: 4.0; FBA Mtb inh: 0.9; Mtb UGM inh: -2.6; Mtb BioA inh: 5.9

# Bioassay records deposited in PubChem by several laboratories.
